# Assay outcomes as filed in PubChem.
# AmpC no deterg: qHTS Inhibitors of AmpC Beta-Lactamase (assay without detergent); AmpC nitrocefin hydrolysis, absorbance 480 nm, 0.0001% Triton; P00811; AID 485341, 2010; 330,000 tested, 0.52% active; Potency, µM (series often up to 57.1 µM), for the others: at the top dose activity change, negative = inhibition, most hits filed as inhibitors;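 note: potency is the fitted concentration of half-maximal effect; plate controls were no compound for no effect and no enzyme for full effect; nearly all actives have a fitted effect of over 20% in size; some results filed as inactive show a strong effect at the top dose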
# Target sequence (P00811 whole entry, looked up): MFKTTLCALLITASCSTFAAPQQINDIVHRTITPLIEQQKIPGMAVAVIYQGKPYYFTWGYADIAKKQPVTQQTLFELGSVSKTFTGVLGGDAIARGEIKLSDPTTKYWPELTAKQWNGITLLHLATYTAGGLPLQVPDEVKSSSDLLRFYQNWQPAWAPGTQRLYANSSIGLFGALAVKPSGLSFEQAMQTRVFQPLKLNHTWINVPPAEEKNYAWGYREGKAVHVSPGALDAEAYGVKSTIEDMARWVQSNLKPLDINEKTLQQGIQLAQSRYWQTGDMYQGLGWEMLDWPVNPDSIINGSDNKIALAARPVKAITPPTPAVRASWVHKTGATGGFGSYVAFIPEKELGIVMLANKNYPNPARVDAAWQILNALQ
#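 AmpC (5.3 nM in the dispensed reagent) in 20 mM phosphate pH 7.0 with 0.01% (detergent screen) or 0.0001% Triton X-100 was preincubated with compounds for 15 min at room temperature. Nitrocefin was then added from an 800 uM solution, and hydrolysis was followed at 480 nm.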
# Tb PYK inh: qHTS of Trypanosoma Brucei Inhibitors. TbPYK enzyme, Kinase-Glo Plus ATP luminescence, 45 min. Potency, µM (top dose mostly 76.8 µM), for the others: at the top dose activity, negative = inhibition, hits mostly inhibitors. 410,000 tested, 0.12% active; note: potency is the fitted concentration of half-maximal effect; nearly all actives have a fitted effect of over 50% in size
#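 Quantitative HTS: titrated library compounds versus trypanosomal pyruvate kinase in TEA buffer (pH 7.2) containing KCl, MgCl2, BSA and Tween-20. Reactions were initiated with ADP, 130 uM final. Kinase-Glo Plus luminescence was read after 45 min at RT.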
# HCMV inh: qHTS Assay for inhibitors of the human cytomegalovirus (HCMV). HFF cells, HCMV-luciferase reporter, 72 h; stronger effect = lower value. activity change, negative = inhibition, % at 57.5 µM. 410,000 tested, 4.5% active; in the data active = activity change below about -60%; inconclusive = no clear call, values can overlap the other calls; inactive = above about -39%
#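 Two compound doses tested in HFFs infected with HCMV-luciferase, MOI 1 PFU/cell, 72 h at 37C. Lysate luminescence read with OneGlo; data normalized against buffer-only and 10uM Salinomycin inhibitor controls.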
# LmPK inhibitor: qHTS Assay for Inhibitors of Leishmania Mexicana Pyruvate Kinase (LmPK); purified LmPK, Kinase-Glo ATP luminescence, 1 h; 290,000 tested, 0.37% active; AID 1721, 2009; Potency, µM (series often up to 57.5 µM), inactives show at the top dose activity change, negative = inhibition, actives largely listed as inhibitors; Q27686; note: potency is the fitted concentration of half-maximal effect
# Target sequence (Q27686 whole entry, looked up): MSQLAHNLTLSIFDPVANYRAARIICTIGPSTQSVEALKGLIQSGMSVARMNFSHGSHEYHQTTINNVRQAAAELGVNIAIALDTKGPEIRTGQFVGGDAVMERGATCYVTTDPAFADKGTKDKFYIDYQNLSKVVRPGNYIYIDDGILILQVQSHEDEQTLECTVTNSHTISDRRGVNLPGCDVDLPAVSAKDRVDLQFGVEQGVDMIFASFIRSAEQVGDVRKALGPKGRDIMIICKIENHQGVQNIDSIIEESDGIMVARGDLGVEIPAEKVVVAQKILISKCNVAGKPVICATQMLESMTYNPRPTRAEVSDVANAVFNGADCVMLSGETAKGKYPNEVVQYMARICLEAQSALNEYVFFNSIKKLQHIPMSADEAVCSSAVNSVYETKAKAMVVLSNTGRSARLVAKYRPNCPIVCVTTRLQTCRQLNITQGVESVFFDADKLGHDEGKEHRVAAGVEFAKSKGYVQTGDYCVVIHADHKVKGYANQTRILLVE
#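 Purified LmPK (0.1 nM) converted ADP (0.1 mM) to ATP with PEP (0.5 mM) in imidazole buffer pH 7.2 with KCl and MgCl2, 1 h at room temperature. ATP was read by Kinase-Glo luminescence; data normalized to uninhibited and no-enzyme controls.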
# AMA1 RON2 block: qHTS for Inhibitors of AMA1-RON; Towards Development of Antimalarial Drug Lead: Primary Screen. Plasmodium falciparum AMA1 (3D7) - RON2 peptide interaction. AlphaScreen AMA1-biotinylated RON2 peptide binding. Potency, µM (top dose mostly 58.2 µM), for the others: top-dose activity change, negative = inhibition, usual class: inhibitors. 360,000 tested, 0.2% active;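 note: potency is the fitted concentration of half-maximal effect; 0% = vehicle wells and -100% = peptide control; nearly all actives have a fitted effect of over 45% in size; some results filed as inactive show a strong effect at the top dose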
#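 AMA1 (3D7) with his tag at 25 nM final met compounds first, then biotinylated RON2 peptide at 25 nM; detection used donor plus acceptor beads, 10 µg/mL apiece, read by AlphaScreen after 30 min at room temperature.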
# Sm TGR inh: qHTS Assay for the Inhibitors of Schistosoma Mansoni Peroxiredoxins. Schistosoma mansoni thioredoxin glutathione reductase (TGR), Q962Y6. purified TGR, DTNB reduction, TNB absorbance 405 nm. Potency, µM (highest dose often 114 µM), for inactives: at the top dose activity change, negative = inhibition, most hits filed as inhibitors. 360,000 tested, 3% active. AID 485364, 2010; note: potency is the fitted concentration of half-maximal effect; nearly all actives have a fitted effect of over 60% in size
#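 Kinetic colorimetric format: TGR-catalysed, NADPH-driven DTNB reduction monitored via TNB absorbance. Enzyme dispensed at 20 nM; compound exposure 15 min at room temperature before reaction start.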
# AmpC detergent: qHTS Inhibitors of AmpC Beta-Lactamase (assay with detergent) | AmpC hydrolysis of nitrocefin, absorbance 480 nm, 0.01% Triton | Potency, µM (titrated, usually from 114 µM), without a hit: top-dose activity change, negative = inhibition, actives largely listed as inhibitors | 370,000 tested, 0.041% active;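 note: potency is the fitted concentration of half-maximal effect; 0% = no-compound wells and -100% = no-enzyme wells; nearly all actives have a fitted effect of over 25% in size; some results filed as inactive show a strong effect at the top dose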
#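 AmpC (5.3 nM in the dispensed reagent) in 20 mM phosphate pH 7.0 with 0.01% (detergent screen) or 0.0001% Triton X-100 was preincubated with compounds for 15 min at room temperature. Nitrocefin was then added from an 800 uM solution, and hydrolysis was followed at 480 nm.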
# * = called active by the depositor; ? = inconclusive; . = not tested or not shown; & = joins results of further samples; [ ] = dose if it differs, or a comment. Unless noted, calls come from the whole dose curve; as a rule, active = well fitted curve in the direction sought with a large enough effect; inconclusive = small, poorly fitted or top-dose-only effect, or another doubt; inactive = no such curve, though single readings can be large; an effect the other way counts as inactive or inconclusive. Unless noted, % is set by controls: 0 for no effect and ±100 for the full control effect.
SMILES,AmpC no deterg,Tb PYK inh,HCMV inh,LmPK inhibitor,AMA1 RON2 block,Sm TGR inh,AmpC detergent
CCCOc1ccccc1C1CC(=O)NC2=C1C(=O)CCC2 (stereo not given),-10%,-4%,100,-2%,25%,0%,?
O=c1c(=O)n(Cc2ccc(Cl)cc2)ccn1Cc1ccc(F)cc1,.,2%,-16,.,.,-2%,0%
COc1ccc(-c2nnc(NC(=O)c3cccs3)s2)c(OC)c1,-18%,-7%,10,-6%,8%,1%,-10%
Cn1c(SCC(=O)Nc2ccc3c(c2)OCCO3)nnc1-c1ccccn1,-25%,7%,8,3%,-16%,6%,?
COC(=O)c1cccc(CN2C(=O)SC(Nc3ccc(C)cc3)C2=O)c1 (stereo not given),-33%,-4%&12%,57&10,0%,55%[activator],4%&9%,-5%&15%
COC(=O)CSc1nnc(NC(=O)CCc2ccccc2)s1,-18%,3%,0,-1%,6%,10%,3%
CCOc1ccc(-n2cnnn2)cc1S(=O)(=O)Nc1c(C)cccc1C,-15%,1%,-36,-9%,2%,1%,-3%
Cc1c(C(=O)NCc2ccccn2)sc2nc(-c3ccccc3)cn12,41%,-10%,11,-1%,14%,9%,?
CC1CCCCC1NC(=O)c1ccc(CSc2nc3ccncc3[nH]2)cc1 (stereo not given),-31%,2%,-22,1%,-3%,0%,?
CCCCOC(=O)c1cccnc1,-3%,4%,-18,-7%,-10%,2%,-3%
O=C(NCCCN1CCCC1)Nc1cccc2ccccc12,-7%,5%,-1,-2%,-21%,10%,3%
COc1ccc(S(=O)(=O)N2CCN(C(=O)c3ccc([N+](=O)[O-])o3)CC2)cc1,-5%,-1%,25,-2%,2%,?,-5%
COc1ccc(CC[n+]2cc(/N=C(\C)[O-])on2)cc1OC,-6%,-8%,-2,-7%,1%,0%,?
COc1ccc(NC(=O)c2cc(-c3cc(F)ccc3OC)n[nH]2)c(C)c1,.,-6%,-23,.,-2%,.,.
COc1ccc(OC)c(C(=O)c2nc3c(n2O)CCCCC3)c1,-16%,0%,-7,0%,-10%,-3%,6%
Cc1cc(Br)c(NC(=O)CCNC(=O)OCc2ccccc2)cc1C,2%,-7%,32,10%,1%,12%,3%
Cc1cc(S(=O)(=O)N2CC(=O)N(CCc3ccccc3)C(=O)C2)ccc1F,-2%,-3%,-89*,2%,0%,-4%,-13%
C=C(C)COc1ccc(-c2nc(N)ncc2Oc2ccc(OC)cc2)c(O)c1,-12%,-5%,5,1%,-7%,0%,-11%
COc1ccc(NC(=O)N2CCCC2C(=O)NCc2ccc(C)cc2)cc1 (stereo not given),-5%,-4%,-28,2%,0%,.,-8%
O=C1CCCC/C=C\C[C@H](CC(=O)N(CCO)Cc2ccccc2)C(=O)N2CCC[C@@H]2CO1,157%[activator],-3%,-11,.,1%,.,.

# Looked up above.
# In HCMV inh, `Cc1cc(S(=O)(=O)N2CC(=O)N(CCc3ccccc3)C(=O)C2)ccc1F` has -89*
# In AmpC no deterg, `O=C1CCCC/C=C\C[C@H](CC(=O)N(CCO)Cc2ccccc2)C(=O)N2CCC[C@@H]2CO1` has 157%[activator]

# Next entries follow.
SMILES,AmpC no deterg,Tb PYK inh,HCMV inh,LmPK inhibitor,AMA1 RON2 block,Sm TGR inh,AmpC detergent
COc1ccc(C2=NN(C(=O)CCCC(=O)O)C(c3cn(-c4ccccc4)nc3-c3ccccc3)C2)cc1 (stereo not given),70%[activator],-2%,-16,0%,52%[activator],-3%,8%
O=C(O)c1cc(NC(=O)c2ccco2)cc(NC(=O)c2ccco2)c1,-3%,0%,-22,7%,0%,2%,3%
OCCN1CCN(C2CCC(c3ccc(F)cc3)c3ccc(F)cc32)CC1 (stereo not given),.,1%,?,.,-15%,.,.
O=C(CSc1ccc(-c2ccco2)nn1)c1cccc([N+](=O)[O-])c1,-36%,-29%,-35,3%,53%[activator],?,5%
O=C(c1ccc2c(c1)OCCO2)C1CCN(S(=O)(=O)c2ccccc2F)CC1,-33%,-4%,?,3%,2%,0%,-4%
O=C(COc1ccc(S(=O)(=O)N2CCOCC2)cc1Cl)NCCCn1ccnc1,-22%,-2%,-22,-4%,-30%,2%,?
CN1CCCN(S(=O)(=O)c2cccc(C#N)c2)CC1,-7%,4%,-39,4%,-8%,10%,-2%
CCc1ccccc1NC(=O)Nc1c[nH]c(=O)[nH]c1=O,.,4%,6,.,.,3%,3%
Cc1ccc([C@H]2C(C(=O)O)=C[C@@H](CC3CCCC3)N2S(=O)(=O)c2ccc(C)cc2)cc1,-15%,-3%,-9,.,-12%,.,.
Cc1ccc2[nH]c3c(=O)[nH]ncc3c2c1,-13%,1%,5,-15%,16%,7%,-4%
CCN1C(=O)/C(=C\c2ccc([N+](=O)[O-])s2)C(=O)NC1=S,-59%,.,.,19%,.,2.8µM*,?
Cc1nc2sc3c(c2c(=O)[nH]1)CCC3,-15%,2%,?,-4%,-8%,-2%,0%
Cc1cccc(N2C(=O)CC(N3CCN(c4ccccc4)CC3)C2=O)c1 (stereo not given),29%,-7%,-22,12%,11%,-28%,-7%
Cc1nn(CCC(=O)NCc2ccc(Cl)cc2)c(=O)c2nn(-c3ccccc3)c(C)c12,.,-3%,2,.,.,-2%,-1%
COc1ccccc1OCCNC(=O)c1cc([N+](=O)[O-])cc([N+](=O)[O-])c1,-11%,5%,30,0%,2%,-15%,3%
O=C(NCc1ccc(Cl)cc1Cl)C1CC(=O)N(Cc2ccccc2)C1 (stereo not given),77%[activator],3%,-12,10%,5%,4%,1%
COc1ccc(N2CCN(C(CNC(C)=O)c3ccc4c(c3)OCO4)CC2)cc1 (stereo not given),38%,-14%,11,-5%,0%,-14%,-10%
Cc1ccccc1NC(=O)Oc1cccc(OC(=O)c2ccccc2)c1,-24%,4%,?,-2%,21%,5%,-3%
COc1cccc(-c2sc3ccc(OC)cc3c2-c2ccc(OCCN3CCCC3)cc2)c1,83%[activator],3%,.,.,?,.,.
Cn1c2ccccc2c2ncn(CCCN3CCOCC3)c(=O)c21,-11%,0%,131,-1%,35%[activator],0%,-2%
CCSC1=NC(=O)/C(=C2/C=Cc3ccccc3N2CC)S1,-40%,3%,31,-11%,?,3%,-4%
CCOC(=O)N1CCc2c(sc(NC(=O)CCS(=O)(=O)c3ccccc3)c2C(N)=O)C1,29%,4%,-33,-3%,9%,-27%,0%
O=C(c1ccccc1)N1CCN(Cc2ccc3c(c2)OCO3)CC1,7%,5%,10,-3%,0%,13%,-5%
O=C(c1cccc(Br)c1)N1CCN(S(=O)(=O)N2CCCCC2)CC1,28%,-3%,-10,-12%,-16%,-5%,-2%
Cc1ccc(NC(=O)c2ccc(Oc3ncccn3)cc2)cc1,-12%,0%,72,-4%,-7%,6%,-9%
COC(=O)c1cc2oc3ccccc3c2n1CC(=O)Nc1ccc(Cl)cc1F,.,0%,25,.,.,6%,16%
Cc1ccc(C)c(NC(=O)CCC(=O)NNC(=O)COc2cc(C)ccc2C)c1,-13%,-8%,0,2%,71%[activator],1%,6%
O=C(CCCCn1c(=O)[nH]c2ccccc2c1=O)N1CCN(c2cccc(C(F)(F)F)c2)CC1,80%[activator],-8%,-34,1%,-19%,-1%,4%
CCN(CC(=O)Nc1c(F)cccc1F)C(=O)CSCc1c(C)noc1C,-21%,2%,-29,.,2%,-5%,?
O=C(Cn1cc(S(=O)(=O)N2CCCC2)c(S(=O)(=O)N2CCCC2)c1)Nc1ccccc1,.,-3%,-3,.,.,3%,4%
CCc1ccc(CNC(=O)C(=O)NCC2CCCO2)cc1 (stereo not given),12%,1%,?,0%,6%,-10%,-6%
COc1ccc(S(=O)(=O)N2CCN(Cc3ccccc3OC)CC2)cc1,.,-14%,-15,.,-10%,.,.
CN1OC[C@@H]2CN(S(=O)(=O)c3ccccc3)[C@H](c3cccc(Br)c3)C[C@@H]21,.,-6%,-2,.,-6%,.,.
O=C(O)CS(=O)(=O)c1ccc(C(F)(F)F)cn1,-13%,-2%,-21,4%,6%,0%,-6%
O=C(CNC(=O)c1ccc(Cl)c([N+](=O)[O-])c1)OC1CCCCC1=O (stereo not given),?,-6%,-11,.,-2%,-24%,?
COc1ccc(Nc2ccc(C(=O)O)cc2[N+](=O)[O-])cc1,-13%,-7%,-26,-2%,-8%,5%,?
COc1ccc(C(=O)N(C)C2CCCN(Cc3ccccc3F)C2)cc1OC (stereo not given),8%,2%,8,0%,19%,-3%,?
COc1ccc(CCN2C(=O)c3ccncc3C2=O)cc1OC,-4%,5%,-2,0%,6%,1%,7%
O=C(Nc1cc(Cl)ccc1Cl)C1(c2cccs2)CCOCC1,.,-6%,11,.,.,17%,1%
CC(NC(=O)C1CCN(S(=O)(=O)c2ccccc2)CC1)c1ccccc1 (stereo not given),82%[activator],1%&3%,-17&0,1%,0%,-2%&5%,-5%&-2%

# Retrieved by compound from above (three):
SMILES,AmpC no deterg,Tb PYK inh,HCMV inh,LmPK inhibitor,AMA1 RON2 block,Sm TGR inh,AmpC detergent
O=C(Cn1cc(S(=O)(=O)N2CCCC2)c(S(=O)(=O)N2CCCC2)c1)Nc1ccccc1,.,-3%,-3,.,.,3%,4%
COc1ccc(CCN2C(=O)c3ccncc3C2=O)cc1OC,-4%,5%,-2,0%,6%,1%,7%
CCN(CC(=O)Nc1c(F)cccc1F)C(=O)CSCc1c(C)noc1C,-21%,2%,-29,.,2%,-5%,?

# Next results follow:
SMILES,AmpC no deterg,Tb PYK inh,HCMV inh,LmPK inhibitor,AMA1 RON2 block,Sm TGR inh,AmpC detergent
O=c1cc(-c2ccncc2)oc2c1ccc1ccccc12,-8%,-1%,-79*,5%,4%,2%,-5%
NCCCC[C@H]1NC(=O)[C@H](CCC(=O)O)NC(=O)c2cc([N+](=O)[O-])cc(I)c2OCC[C@@H](C(N)=O)NC1=O,-9%,-3%,.,-1%,17%,-3%,?
CCOC(=O)O[C@]1(C(=O)COC(=O)CC)CC[C@H]2[C@@H]3CCC4=CC(=O)C=C[C@]4(C)[C@H]3[C@@H](O)C[C@@]21C,167%[activator],7%,74,.,6%,-6%,?
CC(C)c1ccc(NC(=O)C(c2ccc3c(c2)OCO3)N2CCN(C(=O)c3ccco3)CC2)cc1 (stereo not given),80%[activator],5%,1,-6%,?,0%,-6%
